Source: PubChem BioAssay (National Center for Advancing Translational Sciences (NCATS))
ALOX12 inh: Primary qHTS assay for inhibitors of human arachidonate 12S-lipoxygenase (ALOX12): Round 2; AID 1671190, 2021; Potency, µM (series often up to 108 µM), for inactives: top-dose activity change, negative = inhibition, actives largely listed as inhibitors; purified 12hLO, xylenol orange hydroperoxide absorbance; Polyunsaturated fatty acid lipoxygenase ALOX12 (Homo sapiens), P18054; 580,000 compounds, 1.1% hits; note: potency is the fitted concentration of half-maximal effect; % is set by controls: 0 for no effect and ±100 for the full control effect
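Purified human 12hLO (150 nM final) in 25 mM Hepes, 0.01% Triton X-100, pH 7.0 was preincubated 15 min at room temperature with compound. Then 40 uM arachidonic acid was added, 30 min. Hydroperoxide was read by Fe-XO absorbance ratio 573/405 nm.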
POLK inh: qHTS for Inhibitors of Polymerase Kappa; DNA polymerase kappa (Homo sapiens), Q9UBT6; purified Pol kappa, fluorescent DNA synthesis assay, 10 min; Potency, µM (doses to about 107 µM), without a hit: top-dose activity, negative = inhibition, most hits filed as inhibitors; 400,000 compounds, 0.53% hits; AID 588579, 2011; note: potency is the fitted concentration of half-maximal effect; % is set by controls: 0 for no effect and ±100 for the full control effect
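10 nM Pol kappa was preincubated with compounds for 15 min at room temperature. Reaction started with 50 nM (final) substrate. Fluorescence read kinetically at 0 and 10 min.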
POLB inh: qHTS Assay for Inhibitors of DNA Polymerase Beta | P06746 | Pol beta primer extension/strand displacement, fluorescence kinetic | Potency, µM (top dose mostly 114 µM), for inactives: at the highest dose activity change, negative = inhibition, most hits filed as inhibitors | 340,000 compounds, 1.3% hits | AID 485314, 2010; note: potency is the fitted concentration of half-maximal effect; % is set by controls: 0 for no effect and ±100 for the full control effect
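10 nM enzyme + cpd, 15 min RT; start with substrate 50 nM final; read 0 min and after 10 min RT. Corrected, normalized data; 4-parameter Hill curve fit.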
Anesthetic bind: qHTS Assay for Identification of Novel General Anesthetics; AID 485281, 2010; Ferritin light chain (Equus caballus), P02791; apoferritin/1-aminoanthracene competitive binding, fluorescence; Potency, µM (doses to about 77.5 µM), without a hit: at the top dose activity change, negative = displacement, actives largely listed as inhibitors; 350,000 compounds, 0.074% hits; note: potency is the fitted concentration of half-maximal effect; % is set by controls: 0 for no effect and ±100 for the full control effect; nearly all actives have a fitted effect of over 20% in size
Target sequence (P02791 2-175 limits assumed): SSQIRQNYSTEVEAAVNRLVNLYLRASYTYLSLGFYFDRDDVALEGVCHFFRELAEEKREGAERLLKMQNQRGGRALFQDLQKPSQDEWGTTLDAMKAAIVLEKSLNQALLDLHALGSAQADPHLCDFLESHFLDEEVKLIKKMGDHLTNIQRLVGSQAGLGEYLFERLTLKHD
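Horse-spleen apoferritin (10 uM) in 50% saturated 1-aminoanthracene in PBS was incubated 10 min at room temperature with compound. Fluorescence (ex 380, em 535 nm) was normalized to free and bound 1-AMA, with concentration-response fitted by a four-parameter Hill equation.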
POLI inh: qHTS for Inhibitors of Polymerase Iota; Potency, µM (doses to about 115 µM), inactives show at the highest dose activity, negative = inhibition, hits mostly inhibitors; Pol iota fluorescent replication assay, 10 min; AID 588590, 2011; 390,000 compounds, 1% hits; note: potency is the fitted concentration of half-maximal effect
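Pol iota at 10 nM preincubated 15 min with compounds at room temperature; reaction started with fluorescent substrate, 50 nM final. Fluorescence read kinetically at 0 and 10 min; buffer-only wells as negative control.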
ERG Ets-DNA blk: qHTS for Small Molecule Inhibitors of the ERG Ets/DNA interaction. Potency, µM (series often up to 76.9 µM), for the others: at the top dose FP activity, negative = inhibition, hits mostly inhibitors. 370,000 compounds, 0.028% hits. fluorescence polarization, His-ERG Ets domain / labelled DNA. AID 624246, 2012; active = well fitted inhibition curve with a large enough effect in the polarisation, with a control signal flat; inconclusive = small, poorly fitted or top-dose-only effect, or effect the other way, or a change in a side signal; inactive = no such curve, though single readings can be large or run the other way; the % refers to the polarisation;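 note: polarization taken with two DNA probes labelled with fluorescein and Texas red; potency is the fitted concentration of half-maximal effect; % of control where 0% means no effect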
Target sequence (P11308 whole entry, looked up, the tested form may be a part): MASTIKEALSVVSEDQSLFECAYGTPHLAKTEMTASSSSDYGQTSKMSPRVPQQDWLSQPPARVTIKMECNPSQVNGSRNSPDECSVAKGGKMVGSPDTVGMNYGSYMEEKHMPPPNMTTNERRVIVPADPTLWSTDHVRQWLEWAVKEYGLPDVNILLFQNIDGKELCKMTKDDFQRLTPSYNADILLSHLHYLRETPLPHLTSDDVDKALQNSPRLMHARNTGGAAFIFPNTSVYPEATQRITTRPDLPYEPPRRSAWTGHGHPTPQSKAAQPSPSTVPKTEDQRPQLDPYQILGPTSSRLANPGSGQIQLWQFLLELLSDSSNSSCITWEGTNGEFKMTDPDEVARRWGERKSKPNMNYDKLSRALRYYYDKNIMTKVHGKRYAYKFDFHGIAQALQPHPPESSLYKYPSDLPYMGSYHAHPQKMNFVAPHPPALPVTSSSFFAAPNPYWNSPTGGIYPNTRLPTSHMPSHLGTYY
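His-tagged ERG Ets domain (1 uM in the protein solution; 300mM KCl, 50mM Tris-HCl, 1mM EDTA, 1mM DTT, pH 7.5) received compound, then a probe mix of 5 nM fluorescein-DNA and 100nM Texas-615-DNA. Fluorescence polarization was read for both dyes.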
TRHR agonist: qHTS for Small Molecule Agonists and Allosteric Enhancers of Human TRH Receptor: Primary Screen for Agonists; Thyrotropin-releasing hormone receptor (Homo sapiens), P34981; TRHR cells, calcium flux fluo-8, FDSS agonist mode; activation, % at 2 µM; 360,000 compounds, 0.18% hits; AID 493084, 2011; in the data active = activation above about 30%; note: 0% is about no effect
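Agonist-mode FDSS calcium read (Ex 480/Em 530, 1 s cycles) in 1536-well TRHR cells with fluo-8 dye, after 10-cycle baseline and 23 nL compound addition; TRH at EC20 (10 nM final) added afterwards for the enhancer phase.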
APEX1 inh: qHTS Assay for Inhibitors of the Human Apurinic/apyrimidinic Endonuclease 1 (APE1) | Potency, µM (series often up to 65.8 µM), for the others: at the top dose activity change, negative = inhibition, hits mostly inhibitors | DNA repair nuclease/redox regulator APEX1 (Homo sapiens), P27695 | AID 2517, 2012 | recombinant APE1, TAMRA/BHQ-2 abasic DNA cleavage fluorescence | 350,000 compounds, 0.35% hits;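 note: potency is the fitted concentration of half-maximal effect; plate controls were vehicle for no effect and reference inhibitor for full effect; nearly all actives have a fitted effect of over 55% in size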
Target sequence (P27695 whole entry, looked up): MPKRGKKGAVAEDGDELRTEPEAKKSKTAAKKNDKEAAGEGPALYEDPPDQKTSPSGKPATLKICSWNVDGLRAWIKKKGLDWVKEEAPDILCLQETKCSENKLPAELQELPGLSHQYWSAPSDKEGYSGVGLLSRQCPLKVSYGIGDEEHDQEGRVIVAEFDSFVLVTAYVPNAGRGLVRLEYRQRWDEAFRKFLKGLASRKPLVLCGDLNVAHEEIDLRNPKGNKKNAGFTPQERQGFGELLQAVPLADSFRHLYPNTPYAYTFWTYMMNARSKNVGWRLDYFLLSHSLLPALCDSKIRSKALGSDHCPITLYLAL
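Substrate: short duplex with […] THF abasic site, 5'-TAMRA and 3'-BHQ-2, 50 nM final. APE1 at 0.75 nM, preincubated 15 min RT with compound. Fluorescence increase from first to third read measured activity.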
BLM helicase inh: qHTS Assay for Inhibitors of Bloom's syndrome helicase (BLM) | 350,000 compounds, 0.2% hits | recombinant BLM DNA unwinding, fluorescence dequenching | Potency, µM (highest dose often 56.1 µM), inactives show at the top dose activity change, negative = inhibition, hits mostly inhibitors | AID 2528, 2010;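 note: potency is the fitted concentration of half-maximal effect; plate controls were vehicle for no effect and no enzyme for full effect; nearly all actives have a fitted effect of over 35% in size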
* = called active by the depositor; i = inactive; ? = inconclusive; nt = not tested or not shown; & = joins results of further samples; [ ] = remark or other dose. Unless noted, calls come from the whole dose curve; as a rule, active = well fitted curve in the direction sought with a large enough effect; inconclusive = small, poorly fitted or top-dose-only effect, or another doubt; inactive = no such curve, though single readings can be large; an effect the other way counts as inactive or inconclusive. Only part of the results is shown; count on the stated rates, not on these rows.

SMILES	ALOX12 inh	POLK inh	POLB inh	Anesthetic bind	POLI inh	ERG Ets-DNA blk	TRHR agonist	APEX1 inh	BLM helicase inh
COc1cc(C(=O)OCC(=O)NC2CCCC2)cc(OC)c1OC	171%[activator]	1%	1%	-13%	22%	-6%	0.7	16%	-1%
Cc1ccc2cc(C#N)c(SCC(=O)NCC3CCCO3)nc2c1C (stereo not drawn)	nt	nt	1%	-8%	nt	nt	-0.2	0%	1%
CC(=O)Oc1c(S(=O)(=O)c2ccc(C)cc2)c(C)nn1-c1ccccc1	?	-16%	17%	-11%	-8%	5%	0.4	-1%	-7%
O=C(CCCN1C(=O)CCC1=O)Nc1ccc2c(c1)OCCO2	0%	-7%	-1%	10%	12%	-6%	0.4	-3%	0%
O=S(=O)(Nc1ccccc1)c1ccc(NS(=O)(=O)c2c(F)cccc2F)cc1	?	-1%	6%	-5%	125%[activator]	1%	-1.7	14%	-5%
O=C(c1cnc2sccn2c1=O)N(Cc1ccccc1)c1ccccn1	6%[57.4 µM]	-12%	1%	7%	4%	1%	0.2	?	3%
Cc1nn(C)c(NC(=O)c2ccc(Cl)cc2Cl)c1Br	nt	-18%	5%	-5%	10%	-5%	2.7	45%[activator]	-3%
COC(=O)c1cc(CNC(=O)c2cccc(Cl)c2Cl)ccc1OC	1%	nt	0%	1%	nt	nt	-0.5	-3%	0%
Cn1c(/C(C#N)=C(\O)c2ccccc2Cl)nc2ccccc21	i	-3%	nt	nt	15%	4%	nt	nt	nt
CCN(CC)S(=O)(=O)c1cc(OCC(N)=O)c(C)cc1Cl	-16%	-2%	-6%	?	-11%	15%	-0.1	3%	-6%
Cc1cccc(-c2c3c(=O)n(C)c(=O)n(C)c3cn2-c2cc(N)c(Cl)cc2Cl)c1	1%	14%	18%	3%	6%	1%	-0.1	nt	-7%
Cc1ccccc1Oc1nc2ccccn2c(=O)c1/C=C(\C#N)c1nc2ccccc2[nH]1	-1%	-17%	-10%	-3%	43%[activator]	-8%	8.5	nt	-2%
CCCC(=O)Oc1ccc(N(C(=O)CCC)S(=O)(=O)c2cccs2)cc1	-29%	-13%	-1%	-20%	53%[activator]	2%	0.2	-1%	-13%
COc1cc(C(=O)OCC(=O)c2cc(C)n(C)c2C)cc(NC(=O)c2ccco2)c1OC	-20%	-7%	-1%	-10%	14%	-3%	-0.4	-7%	-2%
Cc1ccc(C2=N/C(=C/N3CCOCC3)C(=O)O2)cc1	0%	-10%	15%	-7%	18%	-4%	-1.1	1%	1%
Cc1cccc(OCCCn2c(=O)sc3ccccc32)c1	3%	-24%	-1%	-4%	3%	0%	1.0	-6%	-6%
Cc1sc(-c2cc3ccccc3oc2=O)nc1-c1ccc(Cl)c(Cl)c1	-21%	-8%[60.1 µM]	34%	11%	2%	-1%	0.7	nt	1%
CNc1cc(CS(=O)c2ccccc2)nc(-c2ccccc2)n1 (stereo not drawn)	14%	-7%	31%	-8%	-2%	-6%	-0.1	12%	-2%
Cc1cccc(C(=O)Nc2ccccc2C(=O)OCC(=O)Nc2ccc(C#N)cc2)c1	-9%	-16%	28%	-6%	5%	-5%	0.9	2%	-6%
O=C(COc1ccccc1)Nc1nc2cc3c(cc2s1)OCCO3	i	3%	8%	0%	19%	4%	-0.4	8%	-2%
CCOc1ccc(-c2nc(C#N)c(N3CCN(Cc4ccccc4)CC3)o2)cc1	6%&3%	-13%	24%	5%	-10%	2%	0.2	-3%	-6%
O=C(O)c1cccc(S(=O)(=O)NNc2ccccc2C(F)(F)F)c1	16µM*	-25%	?	-7%	25%	3%	-0.1	-1%	-6%
O=C(Nc1ccc2c(c1)OCCO2)C1CCN(C(=O)c2ccc(Br)cc2)CC1	-21%	2%	-1%	-17%	19%	-4%	-0.4	?	-8%
Cc1cc(C)cc(NC(=O)CCc2ccc(C)o2)c1	-14%	8%	-2%	-14%	27%	6%	-0.9	-2%	-7%
O=C(O)c1cc(-c2ccc(/C=N/N3C(=O)C4C5C=CC(CC5)C4C3=O)o2)ccc1Cl (stereo not drawn)	-10%	-18%	-22%	-20%	7%	-1%	0.5	-4%	-3%
CC(C)CC(C(=O)O)N1C(=O)C2C3CC(C2C1=O)C1C(c2ccccc2)c2sc(=O)[nH]c2SC31 (stereo not drawn)	?	-4%	23%	3%	1%	-5%	-1.8	4%	5%
COc1ccc(Oc2ccc(C(F)(F)F)cc2NC(=O)c2ccc(F)cc2)cc1	?	-3%	-18%	0%	-8%[58.9 µM]	-1%	0.9	-1%	-10%
O=S(=O)(NCCc1ccncc1)c1ccc(F)cc1	-4%	-5%	-13%	2%	169%[activator]	14%	0.2	38%[activator]	-1%
Cc1cc(NC(=O)C(C)SCC(=O)NCc2ccc(F)cc2)no1 (stereo not drawn)	?	-18%	nt	nt	2%	nt	-0.7	-12%	nt
Cc1cc(C)nc(-n2nc(C)cc2NC(=O)c2cccc(S(=O)(=O)N3CCCCC3)c2)n1	nt	nt	?	-16%	nt	nt	-0.9	-9%	-1%
CC1CCN(Cc2ccc(NC(=O)C3CCN(c4nnc(-n5cccc5)s4)CC3)cc2)CC1	298%[activator]	-18%	6%	-7%	-4%	14%	0.1	-4%	5%
COc1ccc(N2CCN(C(=O)CCc3c(C)nn(-c4ccc(N5CCCC5)nn4)c3C)CC2)cc1	-12%	0%	17%	-7%	12%	-2%	0.2	nt	2%
COc1ccccc1N1CCN(C(=O)c2coc(=O)c(Br)c2)CC1	-11%	-7%	-1%	25%	?	-7%	0.4	2%	-1%
COc1cc(/C=N/NC(=O)c2cccnc2)ccc1OS(=O)(=O)c1ccc(F)cc1	-16%	2%	3%	-5%	21%	0%	-0.1	-3%	-1%
COc1ccccc1-c1c(C)oc2c(CN3CCOCC3)c(O)ccc2c1=O	4%	-20%	33%	14%	9%	4%	0.3	13%	1%
CCOC(=O)c1[nH]c2ccccc2c1NC(=O)NC1CCCCC1	15%	-7%	1%	-8%	16%	10%	-0.3	0%	-1%
COc1cc(/C=C/C(=O)O)cc(S(=O)(=O)NC2CC2)c1OC	-1%	2%	17%	-10%	-17%	4%	0.2	-5%	-1%
Nc1c(Cl)cc(C2=NCCn3nc4cc(C(F)(F)F)ccc4c32)cc1Cl	-28%	0%	nt	nt	18%	7%	0.1	-14%	nt
Nc1c(C(=O)Nc2cccc(C(=O)O)c2)sc2nc3c(cc12)CCCC3	?	-9%	1%	62%[activator]	23%	-1%	0.5	0%	-2%
O=C(NC1CCCCC1)C1CCCN(S(=O)(=O)c2cnc[nH]2)C1 (stereo not drawn)	10%	-14%	31%	1%	8%	6%	0.1	-1%	-2%
Cc1cccc(NC(=O)CN2C(=O)N/C(=C/c3cc(C)n(C(C)C)c3C)C2=O)c1	23%	-1%	0%	?	3%	-5%	-0.8	-1%	-5%
O=C(CCSc1ccc(Cl)cc1)NC12CC3CC(CC(C3)C1)C2	-26%	-5%	-17%	?	0%	-10%	4.3	?	-12%
CCN(CC)CCN(Cc1cc2cc3c(cc2[nH]c1=O)OCO3)C(=S)NCC(C)C	116%[activator]	-3%	-20%	3%	-2%	-8%	0.0	1%	6%
CCN1CCN(c2ccc(S(=O)(=O)N3CCOCC3)cc2NC(=O)/C=C/c2ccc(OC)cc2OC)CC1	?	-13%	nt	nt	22%	-14%	-0.2	-3%	nt
COc1ccc2[nH]cc(CCNc3ncnc4ccc(-c5cccc(C#N)c5)cc34)c2c1	-15%	5%[60.1 µM]	nt	nt	nt	nt	nt	-7%	1%
CCCCn1c(N)c(N(Cc2ccccc2OC)C(=O)CSCC(=O)Nc2cccc(C)c2)c(=O)[nH]c1=O	-21%	1%	-1%	-13%	48%[activator]	5%	0.6	12%	-1%
COc1ccc(OC(C)C(=O)NCCC2=CCCCC2)cc1 (stereo not drawn)	2%	-16%	30%	?	72%[activator]	-1%	-0.2	8%	-4%
CC(C)CCN1CC(C(=O)NCc2ccccc2)CC1=O (stereo not drawn)	?	-5%	7%	27%	14%	-4%	1.1	1%	-5%
CC(C)n1c(CN2CCN(C(=O)c3ccco3)CC2)nc2c1c(=O)n(C)c(=O)n2C	4%	-1%	1%	0%	30%	1%	0.3	11%	-5%
CCN(C(=O)CSc1nnc(C)c(=O)[nH]1)c1cccc2ccccc12	0%	10%	nt	nt	29%	9%	nt	62%[activator]	nt
CCOC(=O)c1sc(=S)n(-c2ccc(C)cc2)c1SC	-3%	-9%[60.1 µM]	35%	-22%	30%	nt	-0.6	1%	0%
COc1cc(/C=N/NC(=O)c2cc3ccccc3cc2O)ccc1OCCN1CCCCC1	-18%	-25%	79µM*	-1%	?	-10%	0.0	-9%	-9%
CN(C)S(=O)(=O)c1ccc(C(=O)OCC(=O)c2ccc3c(c2)NC(=O)CO3)cc1	-17%	-2%	12%	-8%	54%[activator]	1%	-0.2	-1%	-10%
